FH mod: Identification of activators of human fumarate hydratase by quantitative high-throughput screening; FH coupled MDH/diaphorase resazurin fluorescence, 15 min; Potency, µM (highest dose often 79.9 µM), without a hit: at the highest dose activity change, negative = inhibition, actives largely listed as inhibitors; 54,000 tested, 0.22% active; AID 1347055, 2019; also: potency is read from the fitted curve at half-maximal effect; % is scaled to controls: 0 for no effect and ±100 for the full control effect; the screen sought activators but most active calls are inhibition curves; nearly all actives have a fitted effect of over 45% in size
Target sequence (P07954 whole entry, looked up): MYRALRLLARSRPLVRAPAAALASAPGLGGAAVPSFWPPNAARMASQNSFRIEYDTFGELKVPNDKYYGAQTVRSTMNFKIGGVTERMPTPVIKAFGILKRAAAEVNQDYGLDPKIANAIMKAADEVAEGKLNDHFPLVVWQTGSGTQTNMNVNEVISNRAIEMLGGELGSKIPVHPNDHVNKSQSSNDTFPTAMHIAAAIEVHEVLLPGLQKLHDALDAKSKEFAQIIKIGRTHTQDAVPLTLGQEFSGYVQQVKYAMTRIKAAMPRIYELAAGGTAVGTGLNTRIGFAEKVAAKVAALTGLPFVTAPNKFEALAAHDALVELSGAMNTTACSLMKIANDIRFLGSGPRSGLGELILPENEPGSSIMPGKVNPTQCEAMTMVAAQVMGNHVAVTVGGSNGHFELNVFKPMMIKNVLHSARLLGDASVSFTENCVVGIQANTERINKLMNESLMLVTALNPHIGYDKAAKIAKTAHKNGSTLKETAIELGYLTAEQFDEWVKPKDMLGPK
TSG101-PTAP inh: qHTS Validation Assay for Inhibitors of HIV-1 Budding by Blocking the Interaction of PTAP/TSG101: Sytravon Library Screen. Fluorescence polarization, FITC-PTAP peptide/Tsg101, 20 min. AID 1347069, 2019. Potency, µM (top dose mostly 115 µM), for the others: top-dose activity change, negative = inhibition, most hits filed as inhibitors. Tumor susceptibility gene 101 protein (Homo sapiens), Q99816. 44,000 tested, under 10 active; also: potency is read from the fitted curve at half-maximal effect; 0% is about no effect
Target sequence (Q99816 whole entry, looked up): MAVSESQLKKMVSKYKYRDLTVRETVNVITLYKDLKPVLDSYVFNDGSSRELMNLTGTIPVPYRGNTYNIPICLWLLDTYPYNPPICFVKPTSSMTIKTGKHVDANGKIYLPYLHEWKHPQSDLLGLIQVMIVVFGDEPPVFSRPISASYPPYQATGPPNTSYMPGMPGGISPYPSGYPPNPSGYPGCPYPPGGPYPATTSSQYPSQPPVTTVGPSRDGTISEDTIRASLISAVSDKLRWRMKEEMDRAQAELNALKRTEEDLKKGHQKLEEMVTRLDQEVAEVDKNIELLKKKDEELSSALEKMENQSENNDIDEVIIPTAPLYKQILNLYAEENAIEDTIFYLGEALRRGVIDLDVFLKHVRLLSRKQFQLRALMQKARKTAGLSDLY
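Read-out is FITC fluorescence polarization. Compounds were added to Tsg101 binding domain (10 uM final), then FITC-PTAP peptide (50 nM final), 20 min at r.t. Total S+P intensity flags fluorescent compounds.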
B2AR arrestin ag: qHTS assay of beta-arrestin-biased ligands of beta2-adrenergic receptor: NCGC Sytravon Library Screen; Beta-2 adrenergic receptor (Homo sapiens), P07550; HTLA Tango cells, beta-arrestin recruitment, luciferase luminescence, 18 h; Potency, µM (titrated, usually from 46.1 µM), inactives show at the top dose activation, usual class: activators; 44,000 tested, under 10 active; AID 1347077, 2019;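 also: potency is read from the fitted curve at half-maximal effect; 0% = DMSO and full agonism = EC100 isoproterenol or metaproterenol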
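First, Tango cells carrying beta2-AR and beta-arrestin fusions received compound up to 46 microM. After 18 hr at 37 degrees C, luciferase substrate was added for 15 minutes, then luminescence gave %Activity for curve fitting.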
p53null 32C kill: qHTS Screen for Compounds that Selectively Target Cancer Cells with p53 Mutations: Cytotoxicity of p53 Null Cells at the Permissive Temperature. H1299-neo p53 null cells, ATP luminescence, 24 h, 32C. Potency, µM (series often up to 46.1 µM), for the others: top-dose activity change, negative = cytotoxicity, most hits filed as cytotoxic. 55,000 tested, 0.62% active. AID 903, 2007;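 also: potency is read from the fitted curve at half-maximal effect; 0% = DMSO only and -100% = full killing by 100 µM tamoxifen; nearly all actives have a fitted effect of over 55% in size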
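AC50 values derive from Hill modelling of qHTS concentration-response data (up to 46 uM) in H1299-neo cells. Cells were treated 24 h at 32C following overnight attachment at 37C; viability was read as cellular ATP.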
p53null 39C tox: qHTS Screen for Compounds that Selectively Target Cancer Cells with p53 Mutations: Cytotoxicity of p53 Null Cells at the Nonpermissive Temperature. H1299 p53-null (neo) cells, 39C, ATPlite viability, 24 h. Potency, µM (doses to about 46.1 µM), for inactives: at the highest dose activity, negative = cell killing, hits mostly cytotoxic. 55,000 tested, 0.97% active. AID 904, 2007;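 also: potency is read from the fitted curve at half-maximal effect; 0% = DMSO only and -100% = full killing by 100 µM tamoxifen; nearly all actives have a fitted effect of over 50% in size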
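H1299 lung cancer cells, p53-null (H1299-neo) or expressing p53 A138V (H1299-p53A138V), were plated overnight at 37C, then exposed to compounds at up to 46 uM for 24 hr at 39C. Viability was read by ATP-based luminescence.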
GALK inhibitor: qHTS Assay for Inhibitors of Human Galactokinase (GALK): NCGC Sytravon Library Screen; Potency, µM (highest dose often 57.5 µM), for the others: top-dose activity, negative = inhibition, usual class: inhibitors; AID 1347072, 2019; 44,000 tested, under 10 active; recombinant GALK, Kinase-Glo ATP luminescence, 1 h;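 also: plate controls were full GALK reaction for no effect and reaction lacking GALK for full effect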
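Luminescent ATP-depletion readout (Kinase-Glo Plus, 10 min) after 1 h RT reaction of 5 nM GALK, 35 uM ATP, 100 uM galactose, pH 8.0 HEPES buffer. Decreased kinase activity scored as inhibition.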
NTMT1 inhibitor: Primary qHTS for Inhibitors of N-terminal methyltransferase 1 (NTMT1): MTaseGlo Assay; N-terminal Xaa-Pro-Lys N-methyltransferase 1 (Homo sapiens), Q9BV86; Potency, µM (doses to about 114 µM), for the others: top-dose activity change, negative = inhibition, usual class: inhibitors; 59,000 tested, 2.5% active; NTMT1 MTase-Glo SAH luminescence, purified enzyme;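 also: potency is read from the fitted curve at half-maximal effect; plate controls were DMSO vehicle for no effect and no enzyme for full effect; nearly all actives have a fitted effect of over 65% in size; many of its hits are not listed in these tables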
Target sequence (Q9BV86 whole entry, looked up): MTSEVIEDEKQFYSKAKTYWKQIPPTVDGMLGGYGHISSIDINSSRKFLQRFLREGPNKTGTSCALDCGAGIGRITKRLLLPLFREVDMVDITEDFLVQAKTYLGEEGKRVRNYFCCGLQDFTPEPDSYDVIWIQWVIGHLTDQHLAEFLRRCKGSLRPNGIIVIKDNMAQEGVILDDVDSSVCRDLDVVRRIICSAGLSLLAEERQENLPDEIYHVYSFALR
* hit, by the source's call; u = inconclusive; x = no result given; [ ] = dose if it differs, or a comment. Calls follow the shape of the dose curve; as a rule, active = well fitted curve in the direction sought with a large enough effect; inconclusive = small, poorly fitted or top-dose-only effect, or another doubt; inactive = no such curve, though single readings can be large; an effect the other way counts as inactive or inconclusive. Some of the compounds tested, so the mix of outcomes need not match the whole.

Value order: FH mod | TSG101-PTAP inh | B2AR arrestin ag | p53null 32C kill | p53null 39C tox | GALK inhibitor | NTMT1 inhibitor
> COC(=O)C(CCSC)Nc1ncnc2onc(-c3ccc(F)cc3)c12 (configuration not stated)
→ 0% | -6% | 1% | 0% | -1% | 3% | 16%
> CCc1nn(CC(=O)Nc2ccc(C)c(F)c2)c(=O)c2cc3cc(C)ccc3n12
→ 5% | -3% | -3% | -8% | -1% | 2% | 2%
> CCOC(=O)N1CCC(NC(=O)c2cnn(-c3ccc(C)cc3C)c2C2CCN(C(=O)OC(C)(C)C)CC2)CC1
→ -18% | -1% | -1% | 4% | 13% | 2% | -1%
> O=C(NCc1ccc(Cl)cc1)c1ccc2c(Cl)c3c(nc2c1)CCCC3
→ -9% | 0% | 0% | 3% | -16% | 0% | -3%
> COc1ccc(Nc2nc3ccccc3nc2NS(=O)(=O)c2ccc(C)cc2)c(OC)c1
→ -4% | -12% | -2% | 2% | -5% | 1% | 14%
> Cc1cccc(Nc2c(-c3ccsc3)nc3nc(C)cc(C)n23)c1
→ -21% | 0% | 1% | 20% | -23% | -7% | 0%
> Cc1ccc(NC(=O)CCCn2c3ccccc3c(=O)c3cc(C)ccc32)c(Br)c1
→ -6% | 2% | 1% | 3% | 0% | -2% | -2%
> CC(C)n1cnc(S(=O)(=O)N2CCCC(C(=O)NCc3ccccc3Cl)C2)c1 (configuration not stated)
→ -4% | -1% | 1% | -6% | -5% | -3% | 2%
> CN1C(=O)Cc2cc(S(=O)(=O)NCCc3ccccc3)ccc21
→ -23% | 1% | 1% | -12% | -7% | 0% | -21%
> CC(=O)c1cccc(Nc2c3c(nc4nc(-c5cccs5)nn24)CCCC3)c1
→ -16% | -1% | 6% | 0% | -15% | -5% | -5%
> Cc1cccc(Cn2c(-c3cccc(Br)c3)nc3ccccc32)c1
→ -16% | -5% | -3% | -3% | 9% | -1% | u
> COc1ccc(C(=O)Nc2nc3n(n2)C(c2ccc(Cl)cc2)C=C(c2ccccc2)N3)cc1OC (configuration not stated)
→ 6% | -9% | -2% | 2% | -16% | 6% | 8%
> Cc1cccc(N2CCN(C(=O)CCSCc3ccccc3F)CC2)c1C
→ -16% | -4% | 0% | -7% | -16% | -1% | -3%
> COc1ccc(-c2nc3nc(C)cc(N4CCN(c5cccc(C(F)(F)F)c5)CC4)n3n2)cc1
→ 1% | -2% | -2% | 2% | -27% | 0% | 0%
> NC(=O)CSc1nc2cc3c(cc2c(=O)n1CCCCCC(=O)NCc1ccc2c(c1)OCO2)OCO3
→ 2% | -5% | -2% | 8% | -16% | -3% | -8%
> O=C(C1CC1)N1CCc2cc(Br)cc(S(=O)(=O)N3CCN(c4cccc(Cl)c4)CC3)c21
→ -10% | -1% | 0% | -6% | 12% | -6% | 20%
> O=C(CSC1=Nc2ccccc2N=C(c2ccc(F)cc2)C1)NCc1ccccc1Cl
→ 2% | -5% | -1% | 10% | 7% | 0% | -11%
> COc1ccc(-n2nc(C(=O)O)c(=O)n(C)c2=O)cc1
→ -8% | 1% | -1% | 5% | -19% | 4% | -4%
> CCc1ccccc1NC(=O)c1ccc2c(c1)nnn2C1CCCC1
→ -15% | -1% | 1% | 2% | -5% | -4% | 5%
> CC(=O)N1CCc2c(sc(NC(=O)CSc3ccccc3)c2-c2nc3ccccc3s2)C1
→ -16% | 10% | 0% | 8% | 12% | 3% | u

Next part (2 carried over from the part before).
Value order: FH mod | TSG101-PTAP inh | B2AR arrestin ag | p53null 32C kill | p53null 39C tox | GALK inhibitor | NTMT1 inhibitor
> CCc1ccccc1NC(=O)c1ccc2c(c1)nnn2C1CCCC1
→ -15% | -1% | 1% | 2% | -5% | -4% | 5%
> CC(=O)N1CCc2c(sc(NC(=O)CSc3ccccc3)c2-c2nc3ccccc3s2)C1
→ -16% | 10% | 0% | 8% | 12% | 3% | u
> COc1ccc(Cl)cc1NC(=O)N1CCC2(CC1)Oc1ccccc1C(=O)N2Cc1ccc(F)cc1
→ -11% | -4% | -3% | -4% | -5% | 2% | 4%
> CCc1ccc(C(=O)CC2(O)C(=O)N(CCc3ccccc3)c3ccc(Br)cc32)cc1 (configuration not stated)
→ u | -9% | 1% | 65%[activator] | u | 0% | -14%
> CCOc1ccc(-n2nc(CO)c(C(=O)NCc3ccc(Cl)cc3)n2)cc1
→ 2% | 2% | -2% | -5% | -22% | 3% | 14%
> CCOc1ccc(OCC)c(NC(=O)C2CCN(S(=O)(=O)c3ccc(Br)s3)CC2)c1
→ -4% | -4% | 0% | 4% | -10% | 3% | -2%
> CCN(CC)c1cc2c(cc1F)c(=O)c(S(=O)(=O)c1cccc(C)c1)cn2C
→ -5% | 1% | 0% | 7% | -6% | 1% | 13%
> COc1ccc(Cl)cc1N(C)C(=O)Cc1noc2ccc(C)cc12
→ -11% | 0% | 0% | 2% | 1% | 4% | 6%
> CC(C)Oc1ccc(CNC(=O)C(C)n2ccc3cc(S(=O)(=O)N4CCCCCC4)ccc32)cc1 (configuration not stated)
→ -14% | -1% | 1% | -1% | 22% | 1% | 11%
> CCOC(=O)Cn1c(=O)n(CC2CCCO2)c2nc(-c3ccc(C)cc3)nc(C(N)=O)c21 (configuration not stated)
→ -26% | 3% | 0% | 9% | 2% | 3% | 2%
> Cc1cccc(Cn2c(CN3CCCC(C)C3)nc3c2c(=O)n(C)c(=O)n3C)c1 (configuration not stated)
→ -16% | 2% | 1% | 6% | 7% | 8% | 5%
> CCCCNS(=O)(=O)c1ccc2nc(-c3cccnc3)cc(C(=O)NCCOC)c2c1
→ -2% | 4% | 2% | 18% | 0% | -1% | -11%
> COc1ccc(S(=O)(=O)NCCCO)cc1-c1nnc2c3ccccc3c(C)nn12
→ -13% | -1% | 0% | -1% | -9% | 1% | -1%
> CCOc1ccc(-c2nc(SCC(=O)Nc3ccc4c(c3)OCCO4)c(-c3ccc(F)cc3)[nH]2)cc1
→ -1% | -2% | 0% | -24% | -24% | 1% | -2%
> Cc1ccc(CNC(=O)c2cc3c(=O)n4cccc(C)c4nc3s2)cc1
→ -3% | 1% | 0% | 5% | 1% | -3% | 4%
> COc1ccccc1NC(=O)c1cn(-c2ccccc2)nc1-c1ccccc1
→ u | -1% | -2% | -6% | -9% | 0% | 2%
> Cc1ccccc1-c1noc(-c2ccc(N3CCC(C)CC3)c([N+](=O)[O-])c2)n1
→ 0% | -3% | -3% | -7% | -16% | 2% | 0%
> CCOC(=O)c1c(NC(=O)c2cc(-c3ccc(Br)cc3)on2)sc(C(C)=O)c1C
→ -23% | 2% | 0% | 3% | 7% | 6% | -3%
> Cc1ccc(-n2c(SCc3ccccc3F)nc3[nH]ncc3c2=O)cc1C
→ u | 1% | 5% | 1% | 11% | 2% | 2%
> COc1ccccc1NC(=O)C(Cc1ccccc1)NS(=O)(=O)c1ccc2c(c1)c(=O)n(C)c(=O)n2C (configuration not stated)
→ 0% | -10% | -1% | 6% | 1% | -3% | -3%
> CCC(C)NC(=O)c1c(C)oc2ncn(CC(C)C)c(=O)c12 (configuration not stated)
→ 2% | -1% | 0% | 2% | u | 1% | -4%
> COc1cccc(-c2cn3c(n2)sc2cc(C(=O)NCc4cccs4)ccc23)c1
→ -13% | 2% | -1% | 11% | -14% | -11% | 1%
> Cc1ccc(C)c(CNC(=O)c2cc3ccccn3n2)c1
→ x | 2% | 1% | -3% | -12% | 1% | x
> CCCc1noc(-c2ccc(NCc3ccccc3OC)c([N+](=O)[O-])c2)n1
→ -10% | 1% | -3% | -1% | 10% | -10% | 14%
> Cc1ccc(Cl)cc1N1CCN(S(=O)(=O)c2ccc3c(c2)CC(C)N3C(=O)C2CCC2)CC1 (configuration not stated)
→ -19% | -5% | 0% | 1% | 3% | 1% | 13%
> Cc1ccc(S(=O)(=O)c2nnn3c2nc(N2CCCCC2)c2sccc23)cc1
→ -8% | 3% | -1% | 2% | 4% | 0% | u
> COc1ccc(NC(=O)CCn2cnc3onc(-c4ccc(F)cc4)c3c2=O)cc1OC
→ -6% | -1% | 0% | 18% | 0% | 2% | -6%
> COc1ccc(NC(=O)c2oc3ccccc3c2NC(=O)Cc2coc3cc(C)ccc23)cc1
→ -16% | 1% | 0% | -6% | 14% | 2% | 1%
> O=C(/C=C\c1ccc2c(c1)OCO2)NC1CC(=O)N(c2ccccc2)C1 (configuration not stated)
→ -3% | 0% | -1% | 4% | 19% | -2% | 20%
> COc1ccc(C)cc1S(=O)(=O)NCC(c1cccs1)S(=O)(=O)c1ccc(C)cc1 (configuration not stated)
→ -17% | -1% | -2% | 17% | 10% | 1% | 0%
> CCCN1CCN(CCCNC(=O)Cn2nc(C)n3c(cc4cc(F)ccc43)c2=O)CC1
→ x | -1% | 0% | 4% | -24% | -2% | x
> Cc1cccc(N2C(=O)CSC23C(=O)N(C)c2ccccc23)c1 (configuration not stated)
→ -5% | -1% | 0% | 4% | 3% | 0% | 4%
> CCOc1ccccc1CNC(=O)CSc1n[nH]c(-c2ccccc2Cl)n1
→ u | 1% | -1% | 7% | 16% | 2% | 0%
> CCOC(=O)c1ccc(NC(=O)CSc2ncc(S(=O)(=O)c3ccc(C)c(Cl)c3)c(=O)[nH]2)cc1
→ u | -9% | 0% | 2% | 6% | -7% | u
> CCN1CCN(c2c(S(=O)(=O)c3ccc(OC)cc3)cnc3cc(OC)c(OC)cc23)CC1
→ 3% | -5% | 1% | 12% | -4% | 5% | u
> COc1ccc(C2=C(C)C(N3CCC(C(=O)NCc4ccc(C)o4)CC3)=NS2(=O)=O)cc1
→ -11% | 2% | 1% | 5% | -6% | 5% | -4%
> Cc1ccc(NC(=O)Cn2c(=O)n(CCCCC(=O)NCc3ccccc3Cl)c(=O)c3ccccc32)cc1
→ -9% | -5% | 0% | -5% | -15% | -3% | 2%
> O=C(Cn1cc(SCc2ccc(Cl)cc2)c2ccccc21)N1CCCC1
→ u | 1% | 0% | u | 14% | 1% | u
> Cc1oc2ccc(O)c(CN3CCOCC3)c2c1C(=O)Nc1cccc(C(F)(F)F)c1
→ x | -9% | 0% | -8% | 3% | -1% | x
> Cc1cc(=O)n(Cc2cccc(F)c2)c2c1c(C)nn2-c1cccc(F)c1
→ -4% | 0% | 0% | 6% | 30% | -1% | 13%
> COc1ccc(-c2noc(-c3cccc(OC)c3OC)n2)cc1
→ u | -3% | -2% | 13µM* | 18µM* | u | -3%
> Cc1ccc(-n2c(=O)c3c4c(sc3n(Cc3cc(=O)n5ccccc5n3)c2=O)CCC4)cc1C
→ -20% | -3% | -2% | -13% | -27% | -6% | 0%

Screening data from PubChem BioAssay.
